Bioassay records as filed in PubChem.
TcdB GH inh: inhibitors of Clostridioides difficile toxin B glycohydrolase. P18177. TcdB glycohydrolase enzymatic assay, plate reader. inhibition, % at 9.99 µM. 0.24% of 350,000 active; in the data active = inhibition above about 10%
Target sequence (P18177 whole entry, looked up): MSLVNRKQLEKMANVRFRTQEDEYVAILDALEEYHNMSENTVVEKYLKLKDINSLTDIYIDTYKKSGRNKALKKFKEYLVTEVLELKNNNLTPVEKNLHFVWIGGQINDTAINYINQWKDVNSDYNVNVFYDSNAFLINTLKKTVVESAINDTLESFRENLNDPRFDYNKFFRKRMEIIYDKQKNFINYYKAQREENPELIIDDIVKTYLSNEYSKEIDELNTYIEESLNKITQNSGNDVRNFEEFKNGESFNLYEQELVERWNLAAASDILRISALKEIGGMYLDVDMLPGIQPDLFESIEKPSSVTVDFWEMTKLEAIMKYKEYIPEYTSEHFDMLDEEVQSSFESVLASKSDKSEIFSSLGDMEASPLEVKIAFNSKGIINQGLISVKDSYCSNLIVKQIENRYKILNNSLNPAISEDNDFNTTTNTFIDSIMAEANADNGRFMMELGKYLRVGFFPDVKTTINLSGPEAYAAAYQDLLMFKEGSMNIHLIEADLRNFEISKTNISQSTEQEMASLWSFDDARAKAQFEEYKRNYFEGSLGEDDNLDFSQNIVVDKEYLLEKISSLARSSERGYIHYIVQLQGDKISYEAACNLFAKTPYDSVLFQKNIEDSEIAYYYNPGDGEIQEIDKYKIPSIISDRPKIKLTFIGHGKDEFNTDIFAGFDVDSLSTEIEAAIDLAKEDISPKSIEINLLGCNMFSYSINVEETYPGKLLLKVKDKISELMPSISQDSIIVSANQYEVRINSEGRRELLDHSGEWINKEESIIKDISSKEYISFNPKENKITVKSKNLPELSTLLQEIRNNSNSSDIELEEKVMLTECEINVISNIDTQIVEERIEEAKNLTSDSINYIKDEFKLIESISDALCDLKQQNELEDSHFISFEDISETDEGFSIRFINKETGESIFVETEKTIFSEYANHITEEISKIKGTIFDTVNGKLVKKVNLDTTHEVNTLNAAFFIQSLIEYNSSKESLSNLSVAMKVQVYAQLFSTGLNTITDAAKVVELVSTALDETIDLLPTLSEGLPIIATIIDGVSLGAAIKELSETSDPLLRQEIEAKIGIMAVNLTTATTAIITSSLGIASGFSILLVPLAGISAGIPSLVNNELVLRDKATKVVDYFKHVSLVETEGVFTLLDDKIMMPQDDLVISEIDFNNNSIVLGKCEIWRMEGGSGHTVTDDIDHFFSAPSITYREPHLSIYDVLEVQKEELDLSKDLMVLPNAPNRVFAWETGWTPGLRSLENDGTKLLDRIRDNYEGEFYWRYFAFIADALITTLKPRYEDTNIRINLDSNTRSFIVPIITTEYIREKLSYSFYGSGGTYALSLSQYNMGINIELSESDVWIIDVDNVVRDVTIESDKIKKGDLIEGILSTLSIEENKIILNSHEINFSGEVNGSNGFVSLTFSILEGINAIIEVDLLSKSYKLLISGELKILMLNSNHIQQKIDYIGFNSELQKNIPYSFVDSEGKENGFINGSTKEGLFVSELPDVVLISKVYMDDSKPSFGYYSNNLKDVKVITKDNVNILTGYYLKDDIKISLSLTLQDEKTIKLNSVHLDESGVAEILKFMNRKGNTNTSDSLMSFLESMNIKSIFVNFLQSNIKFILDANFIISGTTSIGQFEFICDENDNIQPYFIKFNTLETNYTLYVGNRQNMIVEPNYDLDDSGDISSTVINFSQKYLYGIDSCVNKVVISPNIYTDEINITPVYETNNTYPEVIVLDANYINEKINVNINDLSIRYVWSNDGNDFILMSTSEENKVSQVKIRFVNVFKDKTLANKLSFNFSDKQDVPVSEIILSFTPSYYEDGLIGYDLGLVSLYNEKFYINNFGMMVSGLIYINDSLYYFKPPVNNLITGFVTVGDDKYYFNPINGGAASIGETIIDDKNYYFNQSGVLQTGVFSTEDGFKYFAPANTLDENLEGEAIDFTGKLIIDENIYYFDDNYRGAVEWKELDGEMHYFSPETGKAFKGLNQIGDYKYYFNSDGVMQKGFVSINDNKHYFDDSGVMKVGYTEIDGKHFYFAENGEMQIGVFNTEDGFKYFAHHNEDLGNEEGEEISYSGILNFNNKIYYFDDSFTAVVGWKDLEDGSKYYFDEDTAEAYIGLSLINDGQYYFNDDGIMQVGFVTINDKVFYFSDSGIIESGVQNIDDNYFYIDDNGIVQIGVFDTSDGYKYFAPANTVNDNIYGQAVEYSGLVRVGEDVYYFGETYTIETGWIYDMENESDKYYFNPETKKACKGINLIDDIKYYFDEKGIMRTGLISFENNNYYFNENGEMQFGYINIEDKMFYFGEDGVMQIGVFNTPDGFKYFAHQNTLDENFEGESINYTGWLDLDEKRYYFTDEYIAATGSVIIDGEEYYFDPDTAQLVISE
Mtb BioA inh: blocks M. tuberculosis BioA enzyme activity. purified M. tuberculosis BioA enzyme, plate reader. inhibition, % at 9.99 µM. 0.096% of 360,000 active; in the data active = inhibition above about 40%
* hit, by the source's call; & = joins results of further samples.

How did C[C@H](CO)N1C[C@H](C)[C@@H](CN(C)C(=O)Nc2ccc(C(F)(F)F)cc2)Oc2ccc(NC(=O)CCN3CCOCC3)cc2C1=O do in these assays?
TcdB GH inh: -13; Mtb BioA inh: -0.3

How did CCCC#Cc1ccc2c(c1)O[C@H](CN(C)CC1CCOCC1)[C@H](C)CN([C@@H](C)CO)S2(=O)=O do in these assays?
TcdB GH inh: 1.3; Mtb BioA inh: 1.3

Results for C[C@H](CO)N1C[C@H](C)[C@H](CN(C)Cc2ccc(Oc3ccccc3)cc2)OCc2cn(nn2)CCCC1=O ?
TcdB GH inh: -0.6; Mtb BioA inh: 0.9

How did C[C@H]1CN([C@@H](C)CO)S(=O)(=O)c2ccc(C#CC(C)(C)O)cc2O[C@H]1CN(C)Cc1ccncc1 do in these assays?
TcdB GH inh: -1.0; Mtb BioA inh: 1.4

How did COc1ccc(NC(=O)Nc2cccc3c2O[C@@H](CN(C)Cc2ccc(Oc4ccccc4)cc2)[C@@H](C)CN([C@@H](C)CO)C3=O)cc1 do in these assays?
TcdB GH inh: -0.8; Mtb BioA inh: 2.7

What do the screens show for `COc1ccc(C(=O)Nc2ccc3c(c2)C(=O)N(C)C[C@@H](OC)[C@@H](C)CN(C(C)=O)[C@H](C)CO3)cc1`?
TcdB GH inh: -2.0; Mtb BioA inh: 1.5

What do the screens show for `C[C@@H]1CN([C@H](C)CO)C(=O)c2cc(NS(=O)(=O)c3ccc(Cl)cc3)ccc2O[C@@H](C)CCCCO[C@H]1CN(C)Cc1ccc2c(c1)OCO2`?
TcdB GH inh: -0.2&0.0; Mtb BioA inh: 3.0&0.4

Results for N#C[C@H]1[C@H](c2ccc(C3=CCCC3)cc2)[C@H](CO)N1C(=O)C1CCC1 ?
TcdB GH inh: -0.5; Mtb BioA inh: 10

Results for CC(C)NC(=O)N(C)C[C@H]1OCCCC[C@H](C)Oc2ccc(NC(=O)Cc3ccccc3)cc2C(=O)N([C@H](C)CO)C[C@H]1C ?
TcdB GH inh: 0.7; Mtb BioA inh: 1.4

Results for C[C@@H]1CN([C@@H](C)CO)C(=O)c2cc(NC(=O)Nc3cccc4ccccc34)ccc2O[C@@H](C)CCCCO[C@@H]1CN(C)S(=O)(=O)c1ccc(Cl)cc1 ?
TcdB GH inh: -0.4; Mtb BioA inh: -1.6

What do the screens show for `O=C(C[C@@H]1CC[C@H]2[C@@H](COC[C@@H](O)CN2Cc2ccccc2)O1)N1CCOCC1`?
TcdB GH inh: 1.1; Mtb BioA inh: -0.2

What do the screens show for `C[C@@H]1CN([C@@H](C)CO)C(=O)c2cc(-c3cncnc3)cnc2O[C@H]1CN(C)C(=O)CN1CCOCC1`?
TcdB GH inh: -3.7; Mtb BioA inh: -1.3

How did O=C(C1CCC1)N1C[C@H]2[C@@H](c3ccccc31)[C@H](CO)N2C(=O)Cc1ccccn1 do in these assays?
TcdB GH inh: -1.9; Mtb BioA inh: -3.8

How did C[C@H](NC(=O)C[C@H]1C=C[C@@H](NC(=O)Cc2ccccn2)[C@@H](CO)O1)c1ccccc1 do in these assays?
TcdB GH inh: -0.7; Mtb BioA inh: -1.0

How did C[C@H](CO)N1C[C@H](C)[C@@H](CN(C)S(C)(=O)=O)OCCCC[C@H](C)Oc2ccc(NS(=O)(=O)c3ccc(F)cc3)cc2C1=O do in these assays?
TcdB GH inh: 1.1; Mtb BioA inh: -1.3

What do the screens show for `C[C@@H]1CN([C@@H](C)CO)S(=O)(=O)c2ccc(C#CC3CCCC3)cc2O[C@@H]1CN(C)C(=O)Cc1ccncc1`?
TcdB GH inh: 0.9; Mtb BioA inh: 0.2

Results for CO[C@H]1CN(C)C(=O)c2ccc(NC(=O)NC(C)C)cc2OC[C@H](C)N(Cc2ccc(-c3ccccn3)cc2)C[C@H]1C ?
TcdB GH inh: -0.3; Mtb BioA inh: -0.3

What do the screens show for `COc1cccc(S(=O)(=O)N(C)C[C@H]2Oc3cc(C#CCN(C)C)ccc3S(=O)(=O)N([C@@H](C)CO)C[C@H]2C)c1`?
TcdB GH inh: -2.7; Mtb BioA inh: 5.4

How did N[C@H]1CC[C@H](CCn2cc(C3CCCCC3)nn2)O[C@@H]1CO do in these assays?
TcdB GH inh: 1.0; Mtb BioA inh: -2.9

Results for CO[C@H]1CN(C)C(=O)c2ccc(NS(=O)(=O)c3cccc(C)c3)cc2OC[C@@H](C)NC[C@@H]1C ?
TcdB GH inh: -0.6; Mtb BioA inh: -1.1

Results for C[C@@H]1CCCCO[C@@H](CN(C)CC2CC2)[C@H](C)CN([C@@H](C)CO)C(=O)c2cc(NC(=O)Nc3ccc4c(c3)OCO4)ccc2O1 ?
TcdB GH inh: -0.1; Mtb BioA inh: 0.1

How did CCCN1C[C@H](C)[C@@H](OC)CN(C)C(=O)c2cc(NC(=O)C3CCOCC3)ccc2OC[C@@H]1C do in these assays?
TcdB GH inh: -0.9; Mtb BioA inh: 0.3

Results for Cc1ccc(S(=O)(=O)N(C)C[C@H]2OCCCC[C@@H](C)Oc3ccc(NC(=O)Nc4ccc(C(F)(F)F)cc4)cc3C(=O)N([C@@H](C)CO)C[C@H]2C)cc1 ?
TcdB GH inh: -0.8; Mtb BioA inh: -2.8

Results for O=C(N[C@H]1CC[C@@H](CCNC(=O)C2CCOCC2)O[C@H]1CO)c1ccncc1 ?
TcdB GH inh: -0.8; Mtb BioA inh: -1.3

How did O=C(NCC[C@H]1CC[C@H](NC(=O)c2ccccc2F)[C@@H](CO)O1)c1cnccn1 do in these assays?
TcdB GH inh: 0.5; Mtb BioA inh: 2.7

Results for COc1ccc(S(=O)(=O)N(C)C[C@H]2Oc3ccc(NC(=O)NC4CCCCC4)cc3C(=O)N([C@@H](C)CO)C[C@@H]2C)cc1 ?
TcdB GH inh: 1.1; Mtb BioA inh: -0.2

How did CO[C@@H](CN(C)Cc1cc(F)ccc1F)[C@@H](C)CN([C@H](C)CO)S(=O)(=O)c1ccc(C)cc1 do in these assays?
TcdB GH inh: 0.3; Mtb BioA inh: -0.2

Results for COc1ccccc1NC(=O)N[C@@H]1CC[C@@H](CCNC(=O)c2ccc3c(c2)OCO3)O[C@@H]1CO ?
TcdB GH inh: -0.2; Mtb BioA inh: 1.2

What do the screens show for `C[C@H]1CCCCO[C@H](CN(C)CC2CCCCC2)[C@@H](C)CN([C@@H](C)CO)C(=O)c2cc(NC(=O)c3ccncc3)ccc2O1`?
TcdB GH inh: 0.5; Mtb BioA inh: -1.1

Results for N#C[C@@H]1[C@H](c2ccc(C3=CCCC3)cc2)[C@@H](CO)N1C(=O)NC1CCCC1 ?
TcdB GH inh: 0.9; Mtb BioA inh: 0.7

What do the screens show for `C[C@H]1CN([C@@H](C)CO)C(=O)c2cc(C#CC3(O)CCCC3)cnc2O[C@H]1CN(C)Cc1cccnc1`?
TcdB GH inh: -18; Mtb BioA inh: -4.3

How did CO[C@@H]1CN(C)C(=O)c2cc(NC(=O)C3CCC3)ccc2OC[C@@H](C)N(Cc2cccnc2)C[C@@H]1C do in these assays?
TcdB GH inh: -2.9; Mtb BioA inh: -0.5

Results for C[C@@H]1CN([C@H](C)CO)C(=O)Cc2cc(NC(=O)Nc3ccc(C(F)(F)F)cc3)ccc2O[C@@H]1CN(C)C(=O)Nc1cccc2ccccc12 ?
TcdB GH inh: 0.0; Mtb BioA inh: -4.6

What do the screens show for `C[C@@H]1CN([C@@H](C)CO)C(=O)c2cc(NC(=O)Nc3ccccc3)ccc2O[C@H]1CN(C)Cc1ccc(Oc2ccccc2)cc1`?
TcdB GH inh: -0.9; Mtb BioA inh: -1.4

How did C[C@H]1CN([C@@H](C)CO)C(=O)c2cc(NC(=O)C3CC3)ccc2O[C@@H]1CN(C)Cc1ccc(C(=O)O)cc1 do in these assays?
TcdB GH inh: -2.0; Mtb BioA inh: 0.4

How did C[C@@H]1CN([C@H](C)CO)C(=O)c2cc(NC(=O)Cc3ccccc3)ccc2O[C@@H](C)CCCCO[C@H]1CN(C)C(=O)Nc1ccc(F)cc1 do in these assays?
TcdB GH inh: 0.6; Mtb BioA inh: -0.8

What do the screens show for `C[C@@H]1CN([C@@H](C)CO)C(=O)c2cccc(NC(=O)c3cnccn3)c2O[C@H]1CN(C)Cc1ccncc1`?
TcdB GH inh: -1.3; Mtb BioA inh: -0.4

What do the screens show for `Cc1noc(C)c1NC(=O)N(C)C[C@H]1Oc2ccc(NC(=O)NC(C)C)cc2CC(=O)N([C@H](C)CO)C[C@@H]1C`?
TcdB GH inh: -1.4; Mtb BioA inh: 2.9

What do the screens show for `C[C@@H]1CN([C@@H](C)CO)C(=O)Cc2cc(NC(=O)Cn3cnnn3)ccc2O[C@@H]1CN(C)Cc1ccc(Oc2ccccc2)cc1`?
TcdB GH inh: 0.9; Mtb BioA inh: -1.9

How did C[C@@H]1CN([C@@H](C)CO)C(=O)Cc2cc(N(C)C)ccc2O[C@H]1CN(C)C(=O)Nc1ccc(C(F)(F)F)cc1 do in these assays?
TcdB GH inh: -15; Mtb BioA inh: -2.6

How did CCCNC(=O)C[C@@H]1CC[C@H]2[C@@H](COc3ccc(NC(=O)Nc4ccccc4F)cc3C(=O)N2C)O1 do in these assays?
TcdB GH inh: 0.9; Mtb BioA inh: 4.8

How did COc1ccc(S(=O)(=O)Nc2ccc3c(c2)CC(=O)N([C@@H](C)CO)C[C@H](C)[C@@H](CN(C)CC2CCCCC2)O3)cc1 do in these assays?
TcdB GH inh: 0.2; Mtb BioA inh: 2.6

Results for CC(=O)N(C)C[C@H]1Oc2cc(-c3ccccc3)ccc2S(=O)(=O)N([C@H](C)CO)C[C@@H]1C ?
TcdB GH inh: 0.8; Mtb BioA inh: 1.9

How did C[C@H]1CN([C@@H](C)CO)C(=O)c2cccc(NC(=O)c3ccncc3)c2O[C@@H]1CN(C)Cc1ccncc1 do in these assays?
TcdB GH inh: 0.7; Mtb BioA inh: 0.3

How did Cc1noc(C)c1NC(=O)Nc1ccc2c(c1)C(=O)N([C@@H](C)CO)C[C@H](C)[C@@H](CN(C)C(=O)Cc1ccccc1)OCCCC[C@@H](C)O2 do in these assays?
TcdB GH inh: 0.6; Mtb BioA inh: -1.1

What do the screens show for `CO[C@@H]1CN(C)C(=O)c2ccc(NC(=O)C3CCCCC3)cc2OC[C@@H](C)N(C(=O)c2ccccc2)C[C@H]1C`?
TcdB GH inh: -0.1; Mtb BioA inh: -0.5

How did Cc1noc(C)c1NC(=O)Nc1ccc2c(c1)C(=O)N([C@@H](C)CO)C[C@H](C)[C@@H](CN(C)S(=O)(=O)c1ccccc1)OCCCC[C@H](C)O2 do in these assays?
TcdB GH inh: 0.1; Mtb BioA inh: 2.7

Results for CN(C)C(=O)C[C@@H]1CC[C@H]2[C@@H](COC[C@@H](O)CN2CC2CCOCC2)O1 ?
TcdB GH inh: 0.4; Mtb BioA inh: 1.1

Results for COc1ccccc1NC(=O)N(C)C[C@H]1OCc2ccccc2-c2c(n(C)c3ccccc23)C(=O)N([C@H](C)CO)C[C@@H]1C ?
TcdB GH inh: 1.6; Mtb BioA inh: 2.4

How did C/C=C/c1ccc([C@@H]2[C@@H](C#N)N(c3nc(-c4ccccc4)cs3)[C@@H]2CO)cc1 do in these assays?
TcdB GH inh: 0.1; Mtb BioA inh: -2.9

How did COc1cccc(S(=O)(=O)N2CCCCN3[C@@H](CO)[C@H](c4ccc(C#CC(C)C)cc4)[C@@H]3C2)c1 do in these assays?
TcdB GH inh: 0.7; Mtb BioA inh: -4.2

What do the screens show for `CCCNC(=O)[C@@H]1[C@@H](CO)[C@@H]2Cn3c(ccc(-c4cccc(OC)c4)c3=O)[C@H]1N2CCC`?
TcdB GH inh: 0.1; Mtb BioA inh: -1.5

Results for C/C=C/c1ccc2c(c1)O[C@H](CN(C)CC1CCOCC1)[C@H](C)CN([C@H](C)CO)S2(=O)=O ?
TcdB GH inh: -1.1; Mtb BioA inh: -1.3

Results for COc1ccc(CN(C)C[C@H]2Oc3c(NC(=O)Nc4c(C)noc4C)cccc3C(=O)N([C@H](C)CO)C[C@@H]2C)cc1 ?
TcdB GH inh: 0.0; Mtb BioA inh: 0.9

What do the screens show for `C[C@@H](NC(=O)C[C@H]1CC[C@@H](NS(=O)(=O)c2cccc(F)c2)[C@H](CO)O1)c1ccccc1`?
TcdB GH inh: -5.6; Mtb BioA inh: -0.4

Results for CC(C)C#Cc1cnc2c(c1)C(=O)N([C@H](C)CO)C[C@H](C)[C@@H](CN(C)Cc1ccccc1F)O2 ?
TcdB GH inh: 1.5; Mtb BioA inh: 5.8

No new results follow: eight of the compounds above.
What do the screens show for `CO[C@@H]1CN(C)C(=O)c2ccc(NC(=O)C3CCCCC3)cc2OC[C@@H](C)N(C(=O)c2ccccc2)C[C@H]1C`?
TcdB GH inh: -0.1; Mtb BioA inh: -0.5

How did Cc1noc(C)c1NC(=O)Nc1ccc2c(c1)C(=O)N([C@@H](C)CO)C[C@H](C)[C@@H](CN(C)S(=O)(=O)c1ccccc1)OCCCC[C@H](C)O2 do in these assays?
TcdB GH inh: 0.1; Mtb BioA inh: 2.7

Results for CN(C)C(=O)C[C@@H]1CC[C@H]2[C@@H](COC[C@@H](O)CN2CC2CCOCC2)O1 ?
TcdB GH inh: 0.4; Mtb BioA inh: 1.1

Results for COc1ccccc1NC(=O)N(C)C[C@H]1OCc2ccccc2-c2c(n(C)c3ccccc23)C(=O)N([C@H](C)CO)C[C@@H]1C ?
TcdB GH inh: 1.6; Mtb BioA inh: 2.4

How did C/C=C/c1ccc([C@@H]2[C@@H](C#N)N(c3nc(-c4ccccc4)cs3)[C@@H]2CO)cc1 do in these assays?
TcdB GH inh: 0.1; Mtb BioA inh: -2.9

How did COc1cccc(S(=O)(=O)N2CCCCN3[C@@H](CO)[C@H](c4ccc(C#CC(C)C)cc4)[C@@H]3C2)c1 do in these assays?
TcdB GH inh: 0.7; Mtb BioA inh: -4.2

What do the screens show for `CCCNC(=O)[C@@H]1[C@@H](CO)[C@@H]2Cn3c(ccc(-c4cccc(OC)c4)c3=O)[C@H]1N2CCC`?
TcdB GH inh: 0.1; Mtb BioA inh: -1.5

Results for C/C=C/c1ccc2c(c1)O[C@H](CN(C)CC1CCOCC1)[C@H](C)CN([C@H](C)CO)S2(=O)=O ?
TcdB GH inh: -1.1; Mtb BioA inh: -1.3

The list is partial; rates above refer to the full screens.
